procasp3 activ – procaspase-3 (human) activation | recombinant procaspase-3 D3A, Ac-DEVD-pNA absorbance 405 nm | activation, % at 8.5 µM | hit rate 0.11% among 330,000 | AID 463141;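 active means activation above the mean of all tested compounds plus 3 SD, cut at about 21% in these data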;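 further: 0% = DMSO alone and 100% = DMSO wells spiked with extra 5 µM PC-3 D3A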
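assay system = Procaspase-3 D3A mutant | signal = absorbance at 405 nm, 0 and 120 min | times = 1 h preincubation plus 2 h reaction at 25 °C | repeats = single replicate | read-out = % activation between DMSO and enzyme-spiked controls | medium = Zinc-free HEPES saline buffer with Triton X-100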
LAP4 TOR yeast – yeast TOR pathway LAP4-GFP modulation. S. cerevisiae LAP4-GFP multiplex, flow cytometry GFP, 3 h; median GFP as percent of DMSO wells. GFP response vs DMSO, % at 10 µM. hit rate 0.34% among 320,000. AID 2023;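 active means GFP response vs DMSO above a set limit, about the screen mean plus 3 SD, cut at about 150% in these data; inconclusive means under 70 cell events counted for the yeast strain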
RPL19A-GFP yeast – yeast TOR pathway RPL19A-GFP modulation; percent response vs DMSO, % at 10 µM; hit rate 0.3% among 330,000; AID 2025; S. cerevisiae RPL19A-GFP strain, flow cytometry, 3 h; stronger effect = lower value;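 active means percent response vs DMSO below 50%; inconclusive means fewer than 70 events counted for the yeast strain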;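 further: median channel GFP fluorescence of the barcoded RPL19A-GFP strain; ratio of sample median GFP to plate DMSO average so 100% = DMSO; lower means less RPL19A-GFP as with rapamycin TOR inhibition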
CIT2 TOR yeast – modulators of TOR pathway CIT2-GFP in S. cerevisiae; AID 2029; GFP response vs DMSO, % at 10 µM; S. cerevisiae CIT2-GFP strain, flow cytometry, 3 h; 100 means same as DMSO wells; hit rate 0.065% among 320,000;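 active means GFP response relative to DMSO above a set limit, near the screen mean plus 3 SD, cut at about 150% in these data; inconclusive means Fewer than 70 cells measured for a yeast strain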;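 further: ratio of well median GFP fluorescence to mean of DMSO wells on the plate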
MEP2-GFP yeast – alters MEP2-GFP fluorescence in TOR pathway yeast screen; S. cerevisiae MEP2-GFP strain, flow cytometry GFP, 3 h; 100% = DMSO control level; GFP response vs DMSO, % at 10 µM; hit rate 0.51% among 330,000; AID 2016;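 active means GFP response versus DMSO above a set limit, roughly screen mean plus 3 SD, cut at about 180% in these data; inconclusive means fewer than 70 cells counted for a yeast strain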;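 further: median GFP fluorescence of the barcode-gated MEP2-GFP cells per well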
AHR activator – activates the human aryl hydrocarbon receptor | P35869 | AHR-responsive luciferase reporter cells, luminescence | activation, % at 5 µM | hit rate 2.5% among 320,000 | AID 2796; in the data active means activation above about 47%;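 further: 0% = vehicle wells and 100% = reference agonist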
Target sequence (P35869 whole entry, looked up): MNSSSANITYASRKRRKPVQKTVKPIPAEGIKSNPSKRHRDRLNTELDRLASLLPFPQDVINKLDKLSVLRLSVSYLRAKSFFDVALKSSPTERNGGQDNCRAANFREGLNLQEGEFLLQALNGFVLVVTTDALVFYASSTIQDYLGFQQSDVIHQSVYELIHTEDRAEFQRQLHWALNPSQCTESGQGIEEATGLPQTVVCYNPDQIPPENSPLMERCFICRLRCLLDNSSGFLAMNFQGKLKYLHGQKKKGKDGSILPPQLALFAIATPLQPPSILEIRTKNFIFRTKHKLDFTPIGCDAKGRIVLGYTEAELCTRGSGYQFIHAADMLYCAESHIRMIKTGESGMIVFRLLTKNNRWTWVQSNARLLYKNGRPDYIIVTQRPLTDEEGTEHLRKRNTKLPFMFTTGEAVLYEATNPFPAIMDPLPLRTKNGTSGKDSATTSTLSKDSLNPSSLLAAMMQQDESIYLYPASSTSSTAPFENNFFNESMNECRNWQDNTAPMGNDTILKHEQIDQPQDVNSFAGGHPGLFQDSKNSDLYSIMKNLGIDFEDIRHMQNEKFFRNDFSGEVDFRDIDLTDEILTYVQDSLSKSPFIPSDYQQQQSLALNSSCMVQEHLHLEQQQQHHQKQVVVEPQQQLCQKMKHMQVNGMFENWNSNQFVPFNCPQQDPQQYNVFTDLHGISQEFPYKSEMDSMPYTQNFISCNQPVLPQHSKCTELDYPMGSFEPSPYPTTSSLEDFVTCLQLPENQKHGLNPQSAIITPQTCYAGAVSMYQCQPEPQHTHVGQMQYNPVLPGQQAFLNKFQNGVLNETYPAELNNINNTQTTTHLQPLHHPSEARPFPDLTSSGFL
AGP1-GFP MLPCN – alters AGP1-GFP fluorescence in TOR pathway yeast screen; S. cerevisiae AGP1-GFP multiplex flow cytometry, 3 h; GFP as percent of DMSO wells; GFP response vs DMSO, % at 10 µM; hit rate 0.02% among 320,000;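 active means GFP response relative to DMSO above a set limit, near screen average plus 3 SD, cut at about 150% in these data; inconclusive means fewer than 70 cells counted for the yeast strain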;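 further: median GFP channel fluorescence of the gated AGP1 strain per well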
proCasp7 act – counter-screen for procaspase-3 activators: activators of human procaspase-7; recombinant procaspase-7, Ac-DEVD-pNA absorbance 405 nm; D23A/D198A/D206A triple mutant, cannot self-cleave; scale: DMSO 0, 5 µM enzyme 100; activation, % at 8.5 µM; hit rate 0.093% among 330,000;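 active means percent activation above the screen-wide mean plus 3 SD, cut at about 25% in these data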
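Assay system: Uncleavable procaspase-7 mutant enzyme / Input: 2 µM procaspase-7 mutant as dispensed / Dosing: single nominal 8.5 µM compound dose, 0.8% DMSO final / Timing: 1 h enzyme–compound preincubation and 2 h substrate reaction, both 25 °C / Detection: p-Nitroaniline absorbance at 405 nm, read at 0 and 120 min / Replication: singlicate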
Starred values were filed as active, the others as inactive; ? = inconclusive; nt = not tested or not shown.

1) O=C(CSc1ccc([N+](=O)[O-])cc1)OCC(=O)N1CCCC1=O
2) CCCCOc1ccc(C(C)(O)CCN2CCOCC2)cc1 (configuration not stated)
3) CC(C)OC(=O)c1ccc2nc3ccccc3nc2c1
4) CCC(C(=O)NCCc1ccccc1)c1ccccc1 (configuration not stated)
5) Cc1ccc(CSc2nnc([C@@H]3CCCN3)o2)cc1
6) CCCC1(C(=O)OC)NC(c2ccco2)C2C(=O)N(C)C(=O)C21 (configuration not stated)

screen / no.	1	2	3	4	5	6
procasp3 activ	-11	-8	-6	7	2	-1
LAP4 TOR yeast	103	99	99	93	98	94
MEP2-GFP yeast	100	92	108	102	105	100
proCasp7 act	1	4	0	-11	-1	0
AGP1-GFP MLPCN	97	101	99	102	102	99
AHR activator	0	1	8	1	1	3
RPL19A-GFP yeast	97	95	99	104	102	103
CIT2 TOR yeast	99	100	108	98	104	92

7) Cc1coc2cc3oc(=O)ccc3cc12
8) Cn1nnnc1NCc1c(F)cccc1Cl
9) N#Cc1ccccc1CSc1nc2ncc(Br)cc2[nH]1
10) COc1ccc(S(=O)(=O)Nc2cc(C)ccc2OC)cc1C
11) COc1cc(C(=O)N(CCCO)Cc2cc3ccc(C)c(C)c3[nH]c2=O)cc(OC)c1OC
12) CNC(=O)c1csc(-c2ccc(Cl)cc2)n1

screen / no.	7	8	9	10	11	12
procasp3 activ	-3	-5	-10	5	10	-8
LAP4 TOR yeast	98	102	102	99	101	101
MEP2-GFP yeast	104	105	93	95	98	99
proCasp7 act	-3	-3	2	12	8	0
AGP1-GFP MLPCN	98	108	88	102	103	103
AHR activator	-2	1	44	6	2	-4
RPL19A-GFP yeast	102	105	94	98	101	98
CIT2 TOR yeast	100	105	91	100	103	97

13) N#Cc1c(SCC(N)=O)nc(-c2ccccc2)c2c1CCCC2
14) CC(=O)c1ccc(N2CCC(C(=O)O)CC2)cc1
15) CC1(c2ccc(OC(F)F)cc2)NC(=O)N(CC(=O)NCCC2=CCCCC2)C1=O (configuration not stated)
16) COC(=O)c1sc(N)c(C(=O)OC)c1COC(=O)C1CC(=O)N(Cc2ccco2)C1 (configuration not stated)
17) O=C(N/N=C/c1ccc([N+](=O)[O-])o1)c1ccccc1NS(=O)(=O)c1cccs1
18) CCOC(=O)CN(C(=O)CNC(=O)c1cccs1)C(C(=O)NC1CCCCC1)c1cccnc1 (configuration not stated)

screen / no.	13	14	15	16	17	18
procasp3 activ	2	-10	5	-2	-2	-11
LAP4 TOR yeast	91	107	100	104	102	93
MEP2-GFP yeast	94	105	102	104	97	96
proCasp7 act	20	-1	3	4	-15	6
AGP1-GFP MLPCN	87	107	101	105	104	101
AHR activator	1	1	1	4	-1	1
RPL19A-GFP yeast	87	110	104	100	99	99
CIT2 TOR yeast	92	100	103	108	93	95

Copied from the list.
entry 13 – AGP1-GFP MLPCN: 87
entry 17 – proCasp7 act: -15
entry 18 – MEP2-GFP yeast: 96
entry 15 – LAP4 TOR yeast: 100

Continuation:
19) Cc1nc(C(=O)NC2CC2)sc1C1(C)CC(c2cccc([N+](=O)[O-])c2)=NO1 (configuration not stated)
20) COc1ccc(Nc2nc3ccc(OC)cc3s2)cc1
21) COc1cc(Cl)c(C)cc1NC(=S)NN
22) COc1ccccc1-n1ccnc1SCC(=O)NCC1CCCO1 (configuration not stated)
23) Cc1ccc(-c2cc(-c3ccccc3Cl)[nH]n2)c(O)c1
24) COCCN(C(=O)COC(=O)C1(C)CC1(Cl)Cl)c1c(N)n(Cc2ccccc2)c(=O)[nH]c1=O (configuration not stated)

screen / no.	19	20	21	22	23	24
procasp3 activ	-8	6	-16	8	-3	4
LAP4 TOR yeast	131	121	109	87	117	81
MEP2-GFP yeast	87	100	98	96	100	91
proCasp7 act	1	3	-16	1	5	0
AGP1-GFP MLPCN	87	89	102	93	87	93
AHR activator	-1	-3	17	0	86*	2
RPL19A-GFP yeast	91	98	95	96	93	76
CIT2 TOR yeast	93	78	94	98	87	93

25) COc1cc(CN2CCCC(N3CCN(c4ccc(F)cc4)CC3)C2)ccc1F (configuration not stated)
26) O=C(NN1C(=O)c2ccccc2NC1c1ccccn1)c1ccccc1 (configuration not stated)
27) O=C(Nc1ccc2c(c1)OCCO2)C1CCN(S(=O)(=O)Cc2ccccc2)CC1
28) CN(C)c1ccc(N/C=C/C(=O)C(C)(C)C)cc1
29) NC(=O)Nc1ccc(C(=O)OCC(=O)NC2CCCCC2)cc1
30) CC12CC3CC(C)(C1)CC(C(=O)NCc1ccco1)(C3)C2

screen / no.	25	26	27	28	29	30
procasp3 activ	-10	-1	-2	-3	2	9
LAP4 TOR yeast	90	?	86	103	96	100
MEP2-GFP yeast	105	?	96	102	68	99
proCasp7 act	-4	5	2	-5	4	-7
AGP1-GFP MLPCN	94	?	92	98	83	101
AHR activator	3	2	6	22	-1	4
RPL19A-GFP yeast	102	?	92	103	96	99
CIT2 TOR yeast	102	?	87	99	100	94

3 successive compounds already listed, for reference:
28) CN(C)c1ccc(N/C=C/C(=O)C(C)(C)C)cc1
29) NC(=O)Nc1ccc(C(=O)OCC(=O)NC2CCCCC2)cc1
30) CC12CC3CC(C)(C1)CC(C(=O)NCc1ccco1)(C3)C2

screen / no.	28	29	30
procasp3 activ	-3	2	9
LAP4 TOR yeast	103	96	100
MEP2-GFP yeast	102	68	99
proCasp7 act	-5	4	-7
AGP1-GFP MLPCN	98	83	101
AHR activator	22	-1	4
RPL19A-GFP yeast	103	96	99
CIT2 TOR yeast	99	100	94

The list goes on:
31) Cc1ccc(OCC(=O)NNC(=O)C2CCN(c3nc(C)cc(C)n3)CC2)cc1
32) O=Cc1ccc(-c2ccccc2OC(F)(F)F)o1
33) Cn1c(N)c(C(=O)COC(=O)CNC(=O)c2ccc(Cl)cc2Cl)c(=O)n(C)c1=O
34) O=C(NCC(=O)N(Cc1ccccc1)C(C(=O)NC1CCCC1)c1cccnc1)c1ccco1 (configuration not stated)
35) CC1CCN(C(=O)CCC(=O)Nc2nnc(C(F)(F)F)s2)CC1
36) COc1ccc(NC(=O)c2ccco2)cc1NC(=O)c1ccc(C#N)cc1F

screen / no.	31	32	33	34	35	36
procasp3 activ	-9	4	2	13	2	0
LAP4 TOR yeast	113	90	95	92	86	83
MEP2-GFP yeast	102	98	101	105	103	103
proCasp7 act	3	13	15	-12	-2	-5
AGP1-GFP MLPCN	104	94	96	100	93	103
AHR activator	1	-1	0	10	1	96*
RPL19A-GFP yeast	98	nt	96	103	92	111
CIT2 TOR yeast	102	97	92	89	93	nt

37) COC(=O)c1ccc(S(=O)(=O)NC(C)(C)C)n1C
38) COc1ccc([C@H]2CC(=O)C=C(c3ccc4ccccc4c3)C2)cc1OC
39) CC(C)CCN1C(=O)c2ccc(C(=O)Nc3ccccn3)cc2C1=O
40) Cn1nnnc1SCc1cccc(CSc2nnnn2C)n1
41) Cc1nn(CC(=O)NCCC2=CCCCC2)c(C)c1[N+](=O)[O-]
42) CCn1cc(/C=C(\NC(=O)c2ccc(OC)c(OC)c2)C(=O)NCCN2CCOCC2)c2ccccc21

screen / no.	37	38	39	40	41	42
procasp3 activ	-12	-4	-2	8	5	-7
LAP4 TOR yeast	111	111	107	94	102	90
MEP2-GFP yeast	94	91	106	95	105	98
proCasp7 act	3	5	3	-15	1	6
AGP1-GFP MLPCN	102	98	101	96	103	101
AHR activator	-3	3	4	-3	1	6
RPL19A-GFP yeast	95	99	102	nt	99	101
CIT2 TOR yeast	98	96	111	94	103	100

43) COCCNC(=O)c1cc2c(-c3ccccc3F)nn(C)c2s1
44) COc1ccc(S(=O)(=O)N2CCOCC2)cc1C(=O)NC1CCCCCC1
45) CCCc1cc(=O)n2[nH]cnc2n1
46) CCC(=O)N1CCc2cc(S(=O)(=O)NCCC(=O)N3CCN(c4cccc(OC)c4)CC3)ccc21
47) Cc1ncn(C23CC4CC(CC(C4)C2)C3)n1
48) CC(=O)C1C(c2ccccc2)c2c(noc2C)CC1(C)O (configuration not stated)

screen / no.	43	44	45	46	47	48
procasp3 activ	7	8	1	6	2	3
LAP4 TOR yeast	98	110	96	96	88	106
MEP2-GFP yeast	94	108	100	103	103	96
proCasp7 act	2	9	3	2	9	10
AGP1-GFP MLPCN	89	101	106	98	95	99
AHR activator	98*	0	-2	1	-2	-2
RPL19A-GFP yeast	96	102	102	98	100	99
CIT2 TOR yeast	91	103	100	103	98	93

49) COc1ccc(C)cc1NC(=O)N1CCC(CO)(CC2CCCCO2)CC1 (configuration not stated)
50) CCN(CC(=O)Nc1c(F)cccc1F)C(=O)CCCc1c[nH]c2ccccc12
51) Cc1cc(OC(C)C(=O)Nc2cccnc2)ccc1Cl (configuration not stated)
52) O=C(c1ccccc1NS(=O)(=O)c1ccc(Cl)cc1)N1CCc2ccccc21
53) CCc1ccccc1S(=O)(=O)Cc1ccc(C(=O)NCc2ccc3c(c2)OCO3)o1
54) CCCCc1nc2ccccc2c(NC(=O)CNC(C)(C)C)c1CCC
55) Cc1ccnc(NS(=O)(=O)c2ccc(NC(=O)c3ccc(S(=O)(=O)N4CC(C)OC(C)C4)cc3)cc2)n1 (configuration not stated)
56) COc1ccc(OC)c2[nH]c(=O)c(CCNC(=O)COc3ccccc3)cc12
57) COc1nc(Cl)cn(-c2ccc(C)cc2)c1=O

screen / no.	49	50	51	52	53	54	55	56	57
procasp3 activ	4	0	-8	-1	-2	-3	1	0	6
LAP4 TOR yeast	98	93	105	90	106	101	91	94	92
MEP2-GFP yeast	97	93	99	98	103	100	92	92	95
proCasp7 act	5	-10	2	1	-5	-4	4	9	0
AGP1-GFP MLPCN	104	97	103	99	105	106	99	94	102
AHR activator	8	0	-2	-1	26	3	-2	10	3
RPL19A-GFP yeast	103	97	103	105	103	101	104	97	103
CIT2 TOR yeast	97	91	102	95	102	107	99	104	101

Screening data: PubChem BioAssay, several laboratories
